Screening results (PubChem BioAssay)
FLuc counter – firefly luciferase modulation, counter-screen for miR-21 project | P08659 | 6.9% of 360,000 active | Potency, µM (titrated, usually from 57.5 µM), inactives show at the highest dose activity change, negative = inhibition, hits mostly inhibitors | purified FLuc, Km substrates, luminescence inhibition;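 note: plate controls were vehicle for no effect and reference inhibitor for full effect; nearly all actives have a fitted effect of over 55% in size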
Target sequence (P08659 whole entry, looked up): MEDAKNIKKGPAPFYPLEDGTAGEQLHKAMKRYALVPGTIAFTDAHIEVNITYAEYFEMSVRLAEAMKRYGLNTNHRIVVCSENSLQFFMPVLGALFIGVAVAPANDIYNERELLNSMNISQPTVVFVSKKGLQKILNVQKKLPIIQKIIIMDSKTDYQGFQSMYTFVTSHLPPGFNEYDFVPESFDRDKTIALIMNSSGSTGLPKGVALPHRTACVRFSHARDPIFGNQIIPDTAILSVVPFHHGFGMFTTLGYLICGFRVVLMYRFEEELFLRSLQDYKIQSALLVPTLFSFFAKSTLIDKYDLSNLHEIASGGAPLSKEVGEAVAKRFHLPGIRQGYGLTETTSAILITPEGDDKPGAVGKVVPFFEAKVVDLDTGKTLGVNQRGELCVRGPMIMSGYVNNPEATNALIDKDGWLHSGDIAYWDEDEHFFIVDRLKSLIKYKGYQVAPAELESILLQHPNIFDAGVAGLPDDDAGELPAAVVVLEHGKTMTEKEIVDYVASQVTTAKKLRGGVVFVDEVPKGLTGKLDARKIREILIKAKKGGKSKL
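Purified P. pyralis luciferase, 10 nM final, with Km-level 10 uM D-luciferin and 10 uM ATP in 50 mM Tris acetate pH 7.5, 10 mM Mg acetate, 0.01% Tween-20, 0.05% BSA; 6-point qHTS titration about 60 µM downward; luminescence read.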
Rab9 promoter act – Rab9 promoter activation; Huh7 Rab9 promoter-luciferase reporter, luminescence, 24 h; 2.8% of 320,000 active; Potency, µM (titrated, usually from 9.22 µM), inactives show at the highest dose activation, negative = inhibition, actives largely listed as activators; note: % of control where 0% means no effect; nearly all actives have a fitted effect of over 60% in size
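Steps: seed 1500 Huh7 Rab9-luc cells per well, rest 2 h at 37 °C; add compound in DMSO; incubate 24 h; add luciferase reagent, 10 min ambient; read luminescence.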
Gal4-VP16 FLuc – inhibits Gal4-VP16 luciferase reporter, ROR gamma counter-screen; 3.5% of 310,000 active; Drosophila S2 Gal4-VP16 UAS-luciferase, luminescence, 20 h; Potency, µM (titrated, usually from 53.6 µM), for the others: top-dose activity, negative = inhibition, hits mostly inhibitors; AID 2546;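 note: Gal4-VP16 expression switched on by copper sulfate through the metallothionein promoter; % is set by controls: 0 for no effect and ±100 for the full control effect; nearly all actives have a fitted effect of over 50% in size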
ELG1 genotoxic – genotoxicity induction in ELG1-luciferase HEK293T cells; HEK293T ELG1-luciferase reporter, luminescence, 16 h; Potency, µM (titrated, usually from 46 µM), without a hit: at the top dose activity change, positive = activation, hits mostly activators; 1.3% of 330,000 active; note: % of control where 0% means no effect; nearly all actives have a fitted effect of over 60% in size
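Step 1: seed 2,000 HEK293T ELG1-luciferase cells per well. Step 2: add compound or DMSO, incubate 16 hr at 37 °C. Step 3: ONE-Glo, 30 min at room temperature, read luminescence.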
MBNL1 CUG block – MBNL1-poly(CUG) RNA binding inhibition | Q9NR56 | TR-FRET MBNL1-His/biotin-(CUG)12 binding, 665/545 ratio | Potency, µM (top dose mostly 57.5 µM), for inactives: top-dose activity change, negative = inhibition, hits mostly inhibitors | 0.036% of 280,000 active | AID 2675; active = well fitted inhibition curve with a large enough effect in the signal ratio, with a control signal flat, not every such curve was filed as active; inconclusive = small, poorly fitted or top-dose-only effect, or effect the other way, or a change in a side signal; inactive = no such curve, though single readings can be large or run the other way; the % refers to the signal ratio; note: % is set by controls: 0 for no effect and ±100 for the full control effect
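Compounds (final 92 nM to 58 uM) are added to His-tagged MBNL1 and biotin-(CUG)12, then terbium anti-His antibody and streptavidin-XL665 (5 nM final). After 60 min at room temperature, the 665/545 nm ratio is read.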
RORgamma inh – ROR gamma (mouse) transcription inhibition; 5.4% of 310,000 active; Drosophila S2 Gal4-RORgamma UAS-luciferase reporter, 20 h; P51450; Potency, µM (top dose mostly 53.6 µM), for inactives: top-dose activity change, negative = inhibition, hits mostly inhibitors; note: % is set by controls: 0 for no effect and ±100 for the full control effect; nearly all actives have a fitted effect of over 60% in size
Target sequence (P51450 whole entry, looked up, the tested form may be a part): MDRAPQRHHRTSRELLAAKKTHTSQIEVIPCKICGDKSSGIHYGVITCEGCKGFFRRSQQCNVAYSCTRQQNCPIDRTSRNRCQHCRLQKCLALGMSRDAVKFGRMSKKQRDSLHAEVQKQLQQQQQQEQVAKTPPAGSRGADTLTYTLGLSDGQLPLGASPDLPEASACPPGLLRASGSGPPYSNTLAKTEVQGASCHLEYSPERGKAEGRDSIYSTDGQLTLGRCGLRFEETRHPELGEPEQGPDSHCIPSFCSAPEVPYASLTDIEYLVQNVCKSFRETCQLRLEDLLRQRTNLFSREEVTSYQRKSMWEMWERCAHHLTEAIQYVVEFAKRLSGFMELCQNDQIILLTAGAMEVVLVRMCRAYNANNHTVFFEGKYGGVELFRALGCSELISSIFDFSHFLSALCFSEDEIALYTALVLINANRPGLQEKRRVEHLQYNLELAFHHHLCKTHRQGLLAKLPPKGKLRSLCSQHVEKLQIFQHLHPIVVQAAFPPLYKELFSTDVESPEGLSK
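Schneider cells (Drosophila), stable Gal4 DBD–ROR gamma + UAS-luc; 1 hr cmpd preincubation; Cu2+ induction 700 uM final; 20 hr ambient; luminescence.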
BRCA1 expr act – increases BRCA1 expression; 1.1% of 380,000 active; AID 624202; Potency, µM (titrated, usually from 46.1 µM), for inactives: at the highest dose activation, usual class: activators; MCF7-BRCA1-FFLuc reporter, luminescence, 48 h; response scale: scaled: vehicle 0%, 10 µM genistein 100%; note: nearly all actives have a fitted effect of over 80% in size; some results filed as inactive show a strong effect at the top dose
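Luminescence from a BRCA1-driven firefly luciferase in MCF7 cells was read after 48 h compound exposure at 37 C. Data normalized against DMSO and a 10microM genistein activation control, then curve-fitted across the titration.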
NPC1 promoter act – NPC1 promoter activation. Huh7 NPC1 promoter luciferase reporter, 24 h. Potency, µM (top dose mostly 9.22 µM), for the others: top-dose activation, hits mostly activators. 2.4% of 320,000 active. AID 485313;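 note: % of control where 0% means no effect; nearly all actives have a fitted effect of over 60% in size; reporter is driven by a mutant NPC1 promoter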
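Luminescence read-out of NPC1 promoter-driven luciferase in stably transfected Huh7 cells; compounds delivered in DMSO and left 24 h at 37C, 5% CO2, qHTS titration format.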
uPA generation – cell surface uPA generation inhibition. cell surface uPA generation assay, qHTS. Potency, µM (doses to about 38.3 µM), inactives show at the top dose activity change, negative = inhibition, usual class: inhibitors. 0.31% of 330,000 active. AID 540303; active = well fitted inhibition curve with a large enough effect; inconclusive = small, poorly fitted or top-dose-only effect; inactive = no such curve, though single readings can be large or run the other way; tested in mouse RAW 264.7 cells; note: % is set by controls: 0 for no effect and ±100 for the full control effect; nearly all actives have a fitted effect of over 55% in size
p53 reactivator – restores transcriptional activity of mutant p53; H1299 p53-A138V BP100-luciferase reporter, luminescence, 24 h; Potency, µM (series often up to 92.2 µM), inactives show at the top dose activity change, positive = activation, usual class: activators; 0.063% of 320,000 active; AID 504706; note: % of control where 0% means no effect; nearly all actives have a fitted effect of over 45% in size
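p53-null H1299 cells stably carrying temperature-sensitive p53-A138V and a BP100-luciferase reporter were pinned with compounds (4-point, 1:5 series) and held 24 hrs at 37 deg C. Luminescence was read 10 min after detection reagent.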
* hit, by the source's call; ? = inconclusive; . = not tested or not shown; [ ] = dose if it differs, or a comment. Unless noted, calls come from the whole dose curve; as a rule, active = well fitted curve in the direction sought with a large enough effect; inconclusive = small, poorly fitted or top-dose-only effect, or another doubt; inactive = no such curve, though single readings can be large; an effect the other way counts as inactive or inconclusive. Potency is the fitted concentration of half-maximal effect. An unsorted share of the library. Share with any hit: about 13%.

1) CC1Cc2nc(SCC(=O)N3CCN(c4ccccc4)CC3)n(CCc3ccccc3)c(=O)c2S1 (stereo not drawn)
2) COc1ccc(S(=O)(=O)N2CCOCC2)cc1NC(=O)COC(=O)CC1CC2CCC1C2 (stereo not drawn)
3) Cn1nnnc1SCC(=O)Nc1ccccc1Cl
4) CCN(CC)CCN1C(=O)c2ccccc2NC1c1ccc(N(C)C)cc1 (stereo not drawn)
5) CN(Cc1ccccc1)C(=O)c1ccc(NC(=O)Cc2cccc([N+](=O)[O-])c2)cc1
6) CCn1cc([N+](=O)[O-])c(C(=O)N2N=C(c3ccc4ccccc4c3)CC2c2cc(Br)ccc2O)n1 (stereo not drawn)
7) COc1ccc(-c2coc3cc(OC)cc(O)c3c2=O)cc1
8) Cc1[nH]c2ccccc2c1C(=O)CN1CCCCC1CCO (stereo not drawn)
9) O=C(C[n+]1cc(-c2ccccc2)n2c1CCCCC2)c1ccc(Br)cc1
10) COc1ccccc1NC(=O)Cc1nnc(SCC(=O)c2ccccc2)n1C
Assay by compound | 1 | 2 | 3 | 4 | 5 | 6 | 7 | 8 | 9 | 10
FLuc counter | 0% | . | 8% | 24µM* | . | 2% | 1.5µM* | 1% | -2% | 5%
Rab9 promoter act | 0% | . | -6% | 9% | . | -6% | 1µM* | 0% | -10% | -4%
Gal4-VP16 FLuc | -2% | . | 1% | -1% | . | ? | -1% | -3% | -1% | -20%
ELG1 genotoxic | -34%[inhibitor] | -1% | 2% | 1% | -1% | -12% | ? | 3% | -12% | 0%
MBNL1 CUG block | 6% | . | 3% | 0% | . | 1% | -4% | -1% | 4% | 1%
RORgamma inh | 5% | . | 13% | -25% | . | 38% | -4% | -28% | 17% | 1%
BRCA1 expr act | 0% | -11% | 16% | 9% | -17% | -101%[inhibitor] | ? | 3% | -44% | -25%
NPC1 promoter act | -4% | . | 23% | 3% | . | -6% | 0.63µM* | -5% | -1% | -1%
uPA generation | ? | -2% | -6% | 4% | 17% | -7% | 0% | 2% | -3% | -1%
p53 reactivator | -1% | -10% | 2% | 5% | 3% | -4% | 25% | 1% | -5% | -2%

11) CC(CCc1ccccc1)NC(=O)CNc1cccc([N+](=O)[O-])c1 (stereo not drawn)
12) c1ccc(-c2nnc(CN3CCC4(CC3)OCCO4)o2)cc1
13) O=C(NCC(c1ccco1)N1CCN(c2ccc(F)cc2)CC1)C(=O)NC1CC1 (stereo not drawn)
14) CCOc1ncccc1C(=O)Nc1ccc(S(=O)(=O)Nc2cc(C)nc(C)n2)cc1
15) N#CCCn1ncn(-c2ccccc2)c1=S
16) Cc1cc(C)c(C#N)c(Nc2ccc(F)cc2)n1
17) COc1ccc(Cc2c(O)nc(SCC(=O)N3CCOCC3)[nH]c2=O)cc1
18) COc1ccc(C(=O)NCC(=O)OCCOc2ccc(Cl)cc2)cc1OC
19) CCCC1=NN(c2ccc([N+](=O)[O-])cc2)C(=O)/C1=C\N(C)C
20) COc1ccc(C(=O)NCC(c2cccnc2)N2CCN(c3ccccc3)CC2)cc1OC (stereo not drawn)
Assay by compound | 11 | 12 | 13 | 14 | 15 | 16 | 17 | 18 | 19 | 20
FLuc counter | 0% | 0% | 4% | . | -2% | 4% | 1% | . | ? | -1%
Rab9 promoter act | 2% | 1% | -4% | . | 2% | 1% | 0% | . | -3% | 0%
Gal4-VP16 FLuc | ? | 15% | . | . | 10% | 9% | -9% | . | 15% | 0%
ELG1 genotoxic | -2% | 16% | 0% | 8% | 2% | 2% | 0% | 7% | 16% | 1%
MBNL1 CUG block | ? | 2% | . | . | -1% | -6% | -9% | . | ? | -2%
RORgamma inh | ? | 23% | . | . | 11% | -1% | 7% | . | 21% | 31%
BRCA1 expr act | -36% | 39% | -14% | -34% | -1% | -11% | 0% | 1% | 40% | -10%
NPC1 promoter act | 4% | -4% | -3% | . | -1% | -3% | 2% | . | 15% | 0%
uPA generation | 2% | -3% | 11% | -6% | -4% | 13% | 0% | -7% | 3% | -2%
p53 reactivator | -3% | 8% | 2% | -5% | 2% | 3% | 0% | 4% | ? | 7%

21) NC(=O)c1ccccc1NC(=O)/C=C/c1ccc(Cl)cc1
22) CCNC(=O)NC(=O)CSc1ccccc1F
23) O=C1c2nc3ccccn3c2C(=O)N1Cc1ccccc1
24) NC(=O)c1ccccc1N=Cc1ccccn1
25) COc1ccc(CCC(C)N2CCC(Oc3ccc(C(=O)N4CCCC4)cc3)CC2)cc1 (stereo not drawn)
26) c1ccc(-c2csc3ncnc(N4CCc5ccccc5C4)c23)cc1
27) COc1ccccc1C(=O)NCCCNc1ccc([N+](=O)[O-])cc1
28) COC(=O)C(NC(=O)c1c(C)nn(C)c1Cl)c1ccccc1 (stereo not drawn)
29) O=C(NCc1cccs1)c1ccc(CS(=O)(=O)c2ccc(Cl)cc2)o1
30) Cc1cccc(C)c1NC(=O)CSc1nnc(NC(=O)c2ccccc2C(=O)O)s1
Assay by compound | 21 | 22 | 23 | 24 | 25 | 26 | 27 | 28 | 29 | 30
FLuc counter | 1.7µM* | 5% | -2% | 2% | 1% | 2% | -3% | -1% | 1% | -2%
Rab9 promoter act | 2.5µM* | -3% | 7% | -3% | 1% | 0% | -7% | 0% | 2% | -1%
Gal4-VP16 FLuc | 5%[0.365 µM] | 4% | -7% | 1% | -2% | 13µM* | 0% | -22% | 2% | -3%
ELG1 genotoxic | 3.7µM* | 2% | 0% | 2% | -13% | -5% | -4% | 0% | -3% | -2%
MBNL1 CUG block | 16% | -10% | 3% | 0% | -3% | 1% | ? | -2% | -4% | -7%
RORgamma inh | -2% | 35% | -20% | 0% | 13% | ? | 33% | 0% | ? | -2%
BRCA1 expr act | ? | 4% | -2% | 3%[1.84 µM] | -38% | -58% | 26% | 2% | -38% | 15%
NPC1 promoter act | 1.8µM* | -4% | 2% | -5% | 2% | -2% | 1% | -4% | 1% | -6%
uPA generation | ? | 2% | -6% | 4% | ? | 4% | 1% | 2% | 2% | 2%
p53 reactivator | 22% | 3% | 7% | 16% | -4% | -1% | 0% | -4% | 1% | -4%

31) Cc1noc(C)c1COC(=O)c1ccccc1NC(=O)Cc1ccccc1
32) Cc1ccc(-n2c(SCC(=O)N(C)C)nnc2-c2ccco2)cc1
33) CC(NC(=O)CN1CCN(c2ccccc2F)CC1)c1ccccc1 (stereo not drawn)
34) COC(=O)C/C=C/[C@@H](C)[C@@H](/C=N/OC[C@H]1O[C@H](c2ccccc2)C=C[C@@H]1Oc1ccc(OC)cc1)OC
35) COc1cc2c(c(OC)c1OC)C(c1ccc(C)cc1)CC(=O)O2 (stereo not drawn)
36) COc1cc(CC(=O)Nc2ccc3nc(SC)sc3c2)cc(OC)c1OC
37) O=C(Nc1nnc(-c2ccc3c(c2)CCCC3)o1)C1COc2ccccc2O1 (stereo not drawn)
38) Cc1ccc(-c2ccc(=O)n(Cc3c(F)cccc3Cl)n2)cc1
Assay by compound | 31 | 32 | 33 | 34 | 35 | 36 | 37 | 38
FLuc counter | 0% | -1% | -1% | 4% | . | ? | ? | -16%
Rab9 promoter act | 1% | 7% | 1% | -1% | . | -5% | 8% | 19%
Gal4-VP16 FLuc | -1% | 4% | -4% | -3% | 7% | -4% | 7.9µM* | 5%
ELG1 genotoxic | 5% | 1% | -11% | -5% | ? | -1% | -3% | -2%
MBNL1 CUG block | -4% | -6% | -6% | 10% | . | -5% | 17% | 5%
RORgamma inh | 12% | 2% | -17% | -34% | -17% | 22% | 3.5µM* | -7%
BRCA1 expr act | 0% | -6% | -3% | . | 0% | -29% | 67% | -10%
NPC1 promoter act | 0% | -3% | 1% | -5% | . | -4% | 19% | -3%
uPA generation | -1% | 11% | 3% | . | -14% | 13% | -22% | -5%
p53 reactivator | -7% | -1% | 13% | 4% | -3% | -7% | 18% | 0%

Of the compounds above, 8 have an aryl thioether with sulfur outside any ring.
1) CC1Cc2nc(SCC(=O)N3CCN(c4ccccc4)CC3)n(CCc3ccccc3)c(=O)c2S1 (stereo not drawn)
3) Cn1nnnc1SCC(=O)Nc1ccccc1Cl
10) COc1ccccc1NC(=O)Cc1nnc(SCC(=O)c2ccccc2)n1C
17) COc1ccc(Cc2c(O)nc(SCC(=O)N3CCOCC3)[nH]c2=O)cc1
22) CCNC(=O)NC(=O)CSc1ccccc1F
30) Cc1cccc(C)c1NC(=O)CSc1nnc(NC(=O)c2ccccc2C(=O)O)s1
32) Cc1ccc(-n2c(SCC(=O)N(C)C)nnc2-c2ccco2)cc1
36) COc1cc(CC(=O)Nc2ccc3nc(SC)sc3c2)cc(OC)c1OC
Assay by compound | 1 | 3 | 10 | 17 | 22 | 30 | 32 | 36
FLuc counter | 0% | 8% | 5% | 1% | 5% | -2% | -1% | ?
Rab9 promoter act | 0% | -6% | -4% | 0% | -3% | -1% | 7% | -5%
Gal4-VP16 FLuc | -2% | 1% | -20% | -9% | 4% | -3% | 4% | -4%
ELG1 genotoxic | -34%[inhibitor] | 2% | 0% | 0% | 2% | -2% | 1% | -1%
MBNL1 CUG block | 6% | 3% | 1% | -9% | -10% | -7% | -6% | -5%
RORgamma inh | 5% | 13% | 1% | 7% | 35% | -2% | 2% | 22%
BRCA1 expr act | 0% | 16% | -25% | 0% | 4% | 15% | -6% | -29%
NPC1 promoter act | -4% | 23% | -1% | 2% | -4% | -6% | -3% | -4%
uPA generation | ? | -6% | -1% | 0% | 2% | 2% | 11% | 13%
p53 reactivator | -1% | 2% | -2% | 0% | 3% | -4% | -1% | -7%
